LDHA inh: inhibitors of human lactate dehydrogenase A; P00338; purified LDHA, NADH/diaphorase-resazurin fluorescence; stronger effect = lower value; activity change, % (values are at about 110 or 230 µM); actives 0.15% (n = 480,000); in the data active = activity change below about -30%; inconclusive = mostly about -25% to -30%;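 note: plate controls were DMSO wells for no effect and wells without enzyme for full effect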
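Resorufin fluorescence (ex540/em590), read at 0 and 20 min after diaphorase/resazurin addition, reports the NADH left after a 5 min room-temperature reaction of 2 nM human LDH5 with 0.06 mM NADH and 0.2 mM pyruvate.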
TrxR1 inh: inhibitors of rat thioredoxin reductase 1; Potency, µM (highest dose often 114 µM), inactives show at the highest dose activity change, negative = inhibition, usual class: inhibitors; actives 1% (n = 390,000); recombinant rTrxR1, NADPH fluorescence consumption, selenite substrate; note: potency is the fitted concentration of half-maximal effect; % is set by controls: 0 for no effect and ±100 for the full control effect; nearly all actives have a fitted effect of over 65% in size
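Rat TrxR1 (90 nM in the dispensed reagent) was pre-reduced with 400 uM NADPH for 5 min at room temperature, then incubated with compound for 15 min. After 400 uM selenite was added, NADPH fluorescence (Ex 340/Em 450 nm) was followed for 8 min.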
TrxR1 substrate: rat thioredoxin reductase 1 substrate activity; Potency, µM (titrated, usually from 114 µM), for the others: at the highest dose activity change, negative = substrate turnover; purified TrxR1 substrate turnover, NADPH consumption readout; actives 0.01% (n = 390,000); AID 588456; note: potency is the fitted concentration of half-maximal effect; % is set by controls: 0 for no effect and ±100 for the full control effect; nearly all actives have a fitted effect of over 50% in size
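Rat TrxR1, dispensed at 90 nM, was prereduced with 400 uM NADPH (final) for 5 min at ~22 deg C, then incubated with compound 15 min before 400 uM selenite. A first-read NADPH fluorescence drop versus no-compound background flagged substrates.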
RGS4 inhibitor: human RGS4 inhibition | P49798 | AID 504845 | Potency, µM (top dose mostly 114 µM), without a hit: at the top dose activity change, negative = inhibition, most hits filed as inhibitors | Transcreener GDP fluorescence polarization, RGS4-accelerated GTP hydrolysis | actives 0.039% (n = 390,000); note: potency is the fitted concentration of half-maximal effect; % is set by controls: 0 for no effect and ±100 for the full control effect; nearly all actives have a fitted effect of over 75% in size; some results filed as inactive show a strong effect at the top dose
Target sequence (P49798 whole entry, looked up): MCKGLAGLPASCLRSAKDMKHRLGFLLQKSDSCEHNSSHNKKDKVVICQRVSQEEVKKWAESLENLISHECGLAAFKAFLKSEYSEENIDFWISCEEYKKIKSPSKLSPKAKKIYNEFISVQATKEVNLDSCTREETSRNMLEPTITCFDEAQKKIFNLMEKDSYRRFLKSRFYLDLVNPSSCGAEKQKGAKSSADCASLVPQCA
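MLSMR compounds (23 nl, pin-transferred) preincubated 10 min at room temperature with a 500nM (2x) first reagent, then RGS4 at 900nM (2x) plus Transcreener GDP mix added; fluorescence polarization (620/688 nm) read before and after 90 min at 30 °C.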
USP1-UAF1 inh: blocks the human USP1/UAF1 deubiquitinase complex | O94782 | recombinant USP1/UAF1, Ub-Rhodamine cleavage fluorescence | Potency, µM (highest dose often 57.1 µM), for the others: at the highest dose activity change, negative = inhibition, most hits filed as inhibitors | actives 0.23% (n = 390,000) | AID 743255; note: potency is the fitted concentration of half-maximal effect; % is set by controls: 0 for no effect and ±100 for the full control effect; nearly all actives have a fitted effect of over 60% in size; inactives centre near -12
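High-throughput fluorogenic screen: 1nM USP1/UAF1 complex, Ub-Rho substrate 150nM final, 50mM HEPES pH 7.8 with 0.5mM EDTA, 0.1 mg/ml BSA, 1mM TCEP and 0.01% Tween-20.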
GRP78 ERSR act: induces the endoplasmic reticulum stress response in human glioma cells; U87-MG GRP78 promoter luciferase reporter, 16 h; Potency, µM, for inactives: at the highest dose activation, hits mostly activators; actives 0.02% (n = 420,000); note: potency is the fitted concentration of half-maximal effect; series mostly up to about 76 µM; % of control where 0% means no effect; nearly all actives have a fitted effect of over 35% in size
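Stably transfected U87-MG human glioma cells carrying a GRP78-based luminescent sensor were seeded at 1000 cells/well, pin-dosed with compounds and incubated 16 h. Luciferase reagent was then added, and end-point luminescence was read after 10 min at room temperature.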
Vif-A3F inh: inhibitors of Vif-A3F interaction. AID 602313. actives 0.2% (n = 390,000). Potency, µM (doses to about 46.1 µM), inactives show at the top dose activity, negative = active. HeLa A3F-eYFP + Vif (tagged APOBEC3F with the HIV-1 protein that degrades it), YFP fluorescence increase; note: potency is the fitted concentration of half-maximal effect; % of control where 0% means no effect; nearly all actives have a fitted effect of over 65% in size
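HeLa cells stably expressing Vif plus C-terminally eYFP-tagged A3F were seeded, incubated overnight at 37 deg C, dosed with compound, incubated overnight again at 37 deg C. Yellow fluorescence (Ex 488/Em 500-530) reported blocked Vif-mediated A3F-eYFP degradation.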
Vif-APOBEC3G blk: blocks the Vif interaction with human APOBEC3G; HeLa A3G-eYFP + Vif (tagged APOBEC3G with the HIV-1 protein that degrades it), YFP fluorescence, overnight; Potency, µM (doses to about 46.1 µM), inactives show at the highest dose activity, negative = active, usual class: inhibitors; actives 0.076% (n = 410,000);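 note: potency is the fitted concentration of half-maximal effect; % is set by controls: 0 for no effect and ±100 for the full control effect; nearly all actives have a fitted effect of over 60% in size; hits raise eYFP signal because A3G escapes Vif-driven loss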
Target sequence (Q9HC16 whole entry, looked up): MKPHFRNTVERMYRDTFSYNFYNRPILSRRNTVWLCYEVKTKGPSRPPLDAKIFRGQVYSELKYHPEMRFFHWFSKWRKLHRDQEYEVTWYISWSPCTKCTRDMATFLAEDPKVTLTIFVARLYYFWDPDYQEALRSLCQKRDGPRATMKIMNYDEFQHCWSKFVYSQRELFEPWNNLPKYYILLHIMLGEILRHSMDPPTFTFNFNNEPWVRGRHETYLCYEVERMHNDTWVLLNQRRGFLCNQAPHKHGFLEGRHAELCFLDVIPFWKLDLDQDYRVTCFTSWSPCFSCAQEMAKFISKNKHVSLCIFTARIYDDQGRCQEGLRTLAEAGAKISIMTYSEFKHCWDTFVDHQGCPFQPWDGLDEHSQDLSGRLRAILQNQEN
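Read-out is eYFP fluorescence (Ex 488/Em 500-530) from Vif-expressing HeLa A3G-eYFP cells; more signal means A3G escaped Vif-mediated degradation. Cells plated overnight, compound pinned in, incubated overnight at 37 deg C.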
mIDH1 inhibitor: blocks human mutant IDH1 R132H enzyme; IDH1-R132H enzyme, NADPH consumption, diaphorase/resazurin fluorescence; O75874; Potency, µM (doses to about 76.6 µM), inactives show at the highest dose activity change, negative = inhibition, most hits filed as inhibitors; actives 0.093% (n = 390,000); note: potency is the fitted concentration of half-maximal effect; % is set by controls: 0 for no effect and ±100 for the full control effect; nearly all actives have a fitted effect of over 65% in size
Target sequence (O75874 whole entry R132H, stated change not applied): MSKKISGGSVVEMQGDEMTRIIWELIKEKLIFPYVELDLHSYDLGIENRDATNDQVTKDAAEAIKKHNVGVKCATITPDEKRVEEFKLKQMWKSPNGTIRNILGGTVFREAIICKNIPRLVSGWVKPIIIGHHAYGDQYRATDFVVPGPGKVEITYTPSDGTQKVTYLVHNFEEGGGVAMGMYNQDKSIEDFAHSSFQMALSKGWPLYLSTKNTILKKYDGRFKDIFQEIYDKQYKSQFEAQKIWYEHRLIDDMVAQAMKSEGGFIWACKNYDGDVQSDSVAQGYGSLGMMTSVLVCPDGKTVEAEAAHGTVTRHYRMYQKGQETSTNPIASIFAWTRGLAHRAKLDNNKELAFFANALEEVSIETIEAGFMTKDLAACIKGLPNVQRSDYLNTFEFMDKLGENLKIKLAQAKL
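IDH1-R132H (0.5 ug/mL) preincubated 30 min with compound, then NADPH (0.016 mM) and alpha-KG (2 mM) added; 80 min at RT, pH 7.5. Remaining NADPH coupled via diaphorase/resazurin to fluorescence (540/590 nm); concentration-response curves normalized to no-enzyme control.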
Numbers without * were called inactive; ? = inconclusive; nt = no result given; & = joins results of further samples; [ ] = another dose, or the depositor's remark. Unless noted, calls come from the whole dose curve; as a rule, active = well fitted curve in the direction sought with a large enough effect; inconclusive = small, poorly fitted or top-dose-only effect, or another doubt; inactive = no such curve, though single readings can be large; an effect the other way counts as inactive or inconclusive.

SMILES | LDHA inh | TrxR1 inh | TrxR1 substrate | RGS4 inhibitor | USP1-UAF1 inh | GRP78 ERSR act | Vif-A3F inh | Vif-APOBEC3G blk | mIDH1 inhibitor
CCOC(=O)N1CCC(c2[nH][nH]c(=O)c2C)CC1 | -4 | -3%[57.1 µM] | -1% | -15% | -18% | -5% | -2% | 0% | 4%
O=C(NCc1ccc2c(c1)OCO2)C(=O)Nc1ccccc1 | -11 | 17%[57.1 µM] | 8%[57.1 µM] | -7% | -13% | 2% | 0% | 3% | 1%
COc1cccc(N2CC(O)=C(c3nc4ccccc4s3)C2=N)c1 | -3 | 5% | -2% | -7% | -9% | 4% | -17% | ? | -6%
CNC(=S)Nc1cccc(C(=O)O)c1 | -3 | 7% | 1% | -5%[56.9 µM] | -20% | -2% | -5% | -4% | 10%
Cc1cc(NC(=O)c2cccc(S(=O)(=O)N3CCCCC3)c2)no1 | -13 | -5% | -8% | 13% | -6% | -2% | -2% | -1% | 0%
O=C(O)c1cc(NC(=O)C2CCCO2)cc(C(=O)O)c1 (stereo unspecified) | -6 | 15% | 7% | 12% | -5% | -1% | 0% | 2% | 3%
COc1cc(C)ccc1NC(=O)Cc1csc(NC(=O)Nc2ccccc2OC)n1 | 0 | 5% | 0% | -14% | -16% | -3% | 10% | -1% | -6%
COc1ccc(NC(=O)c2cnn(-c3ccccc3)c2C)cc1 | 0 | 28% | 7% | 21% | -18% | -7% | 0% | -4% | 8%
O=C(C(Cl)Cl)N1CCN(Cc2ccccc2)CC1 | -6 | 6%[57.1 µM] | 7% | -9% | -9% | -8% | -4% | -4% | -5%
Cc1ccc(N2C(=O)CC3(CCCC3)CC2=O)cc1 | -7 | 28%[57.1 µM] | 7%[57.1 µM] | 17% | 0% | -6% | ? | 0% | 6%
COc1ccc(NC(=O)NC2(C(=O)N3CCCCCC3)CCCCC2)cc1 | -5 | 18% | 1% | ? | 1% | 1% | -10% | 4% | -7%
COc1ccc(NC(=S)Nc2ccccc2Cl)cn1 | -3 | ? | -8% | -13% | -26% | 1% | -8% | 0% | -6%
Cc1cc(C)cc(OCc2ccc(C(=O)Nc3ccccc3F)o2)c1 | -12 | 5% | -2% | 4% | ? | -6% | -5% | 3% | -8%
C=CCOc1ccc(CNc2nccs2)cc1OCC | -1 | 8% | 4% | -18% | -18% | -6% | nt | 0% | 6%
CC(=O)Nc1ccc(NC(=O)C(Sc2ccccc2)c2ccccc2)cc1 (stereo unspecified) | -14 | -11% | ? | 9% | -6% | -9% | -8% | -11% | -12%
COCCN1CCn2c(nc3cc(NC(=O)NC4CCCCC4)ccc32)C1 | 14 | -33% | 255%[activator] | -9% | -14% | -3% | -8% | 2% | 4%
CCOC(=O)c1c(C)[nH]c(C)c1C(=O)COC(=O)COc1ccc(Cl)c(C)c1 | 5 | -5% | -9% | -22% | -24% | 0% | 1% | -2% | 8%
Cc1ccccc1OCC(=O)Nc1sc2c(c1C#N)CC(C)(C)NC2(C)C | -2 | 9% | -5%[0.0914 µM] | -21% | -18% | -10% | 7% | 0% | 2%
N#CCOc1nc(N2CCCCC2)nc(N2CCCCC2)n1 | -16 | 19% | -3% | -3% | -15% | -3% | 1% | 3% | -12%
COc1ccc(-c2nnc(SC(C)C(=O)NC3CC3)o2)cc1 (stereo unspecified) | -2&0 | 22% | 2% | 11% | -4% | 7% | 3% | 1% | 2%
Nc1nc(SCC(=O)Nc2ccc(Cl)cc2)[nH]c(=O)c1-c1ccccc1 | -5 | 17%[57.1 µM] | 10% | -7% | -6% | -2% | -3% | -1% | -4%
Cc1ccc(NC(NC(=O)c2ccccc2[N+](=O)[O-])C(Cl)(Cl)Cl)cc1 (stereo unspecified) | -1 | -12% | -12% | -4% | 2% | -2% | 5% | 2% | -2%
CCOc1cc(N2CCOCC2)c(OCC)cc1NC(=O)CCC1CCCC1 | 19 | 6%[57.1 µM] | -10% | -40% | -15% | -7% | -14% | -1% | 1%
O=C(CN(C(=O)CNS(=O)(=O)c1ccccc1)c1ccc(Cl)cc1)NCC1CCCO1 (stereo unspecified) | -5 | 34%[57.1 µM] | 15%[57.1 µM] | 3% | -12% | -4% | -4% | -1% | 4%
COc1ccc(N2CCN(C(=O)CSc3n[nH]c(-c4ccccc4)n3)CC2)cc1 | 3 | 19%[57.1 µM] | 0%[57.1 µM] | 12% | -23% | -2% | -2% | -1% | -7%
O=C1NC(SCCCF)=N/C1=C/c1ccc(-n2cncn2)cc1 | -11 | 12% | 2% | 31% | -7% | 2% | -5% | 0% | 9%
Cc1ccccc1C(=O)OCn1nnc2ccccc2c1=O | -4 | 11%[57.1 µM] | 5%[57.1 µM] | -10% | -15% | -3% | 7% | -2% | 14%
Cc1cc2[nH]c(=O)c(=O)[nH]c2cc1S(=O)(=O)N1CCN(c2cccc(Cl)c2)CC1 | -18&-19 | 5%[57.1 µM] | 11%[57.1 µM] | -10%&-35% | -9%&-18% | -3%&-5% | -6%&0% | 2%&2% | -24%&-13%
COc1ccccc1C(=O)NC(=O)COC(=O)c1nc(Cl)ccc1Cl | -10 | 5% | -2% | -14% | -5% | -5% | 1% | 1% | 7%
CCCc1nc(NCc2ccccn2)c2nnn(Cc3ccccc3F)c2n1 | -2 | -15% | -10% | 13% | -5% | -5% | -21% | 5% | 2%
CC(C)c1cc(N2CCOCC2)n2ncc(-c3ccccc3)c2n1 | -11 | 4%[57.1 µM] | 11%[57.1 µM] | -7% | -19% | 3% | 1% | 0% | 0%
Cc1ccc(C)n1-c1cccc(C(=O)Nc2ccccc2)c1 | 1 | 4% | 0% | -28% | -17% | 1% | ? | -9% | -3%
COc1ccc(N2C(=O)CCC(C(=O)O)C2c2ccc(F)cc2)cc1 (stereo unspecified) | -9 | -2% | 1% | -10% | -5% | -5% | nt | 1% | -3%
O=C(NC1CCCC1)c1ccc(CSc2nc3ccncc3n2Cc2ccc(F)cc2)cc1 | -7&-5 | -2% | -2% | -25%&6% | -14%&-19% | 0%&-3% | -1%&4% | 2%&-3% | -9%&5%
COc1ccc(CC2(CO)CCN(Cc3ccc4nsnc4c3)CC2)cc1 | 0 | 7% | 0% | -6% | -20% | 4% | 7% | 8% | -1%
O=C(OC(C(=O)NC1CCCC1)c1ccccc1F)c1ccco1 (stereo unspecified) | -5 | 10%[57.1 µM] | -1%[57.1 µM] | 22% | -19% | -2% | 1% | -1% | -5%
CSc1ccc(C(=O)NCC(c2ccco2)N(C)C)cc1[N+](=O)[O-] (stereo unspecified) | -11 | 8% | 1% | 4% | ? | 0% | 1% | -1% | 20%
O=C(C(=O)N1CCN(c2cccc(Cl)c2)CC1)c1c[nH]c2ccccc12 | 1 | 25% | 8% | -22% | -22% | 2% | -8% | -19% | 11%
O=C(C1CC1)N1CCc2cc(Br)cc(S(=O)(=O)NCCCN3CCCCC3)c21 | -4 | 15%[57.1 µM] | -9% | -25% | -18% | 0% | -1% | -1% | 1%
CCN(CC(=O)NCc1ccncc1)S(=O)(=O)c1ccccc1 | -4 | 20% | 8% | 6% | -16% | -4% | -22% | 2% | 9%
COc1cc(/C=C(\NC(C)=O)C(=O)Nc2cccc(O)c2)ccc1OC(C)=O | 5 | -38% | -22%[57.1 µM] | -7% | -12% | 1% | -10% | 4% | 5%
c1ccc(-c2ccncn2)cc1 | -8 | -8% | -11% | 0% | -1% | -1% | -1% | 2% | -4%
CC(C)Cn1c(N)c(C(=O)COC(=O)CCc2nc3ccccc3c(=O)[nH]2)c(=O)n(C)c1=O | 1 | ? | -19% | 26% | -3% | -1% | 1% | 0% | -14%
Cc1ccc(-n2c(=S)[nH]c3sc4c(c3c2=O)CCC4)cc1 | -2 | -49% | -12%[57.1 µM] | -53% | ? | -4% | ? | -1% | 7%
COc1ccccc1OCc1ccc(C(=O)N(C)c2ccccc2)o1 | 1 | 4% | 4% | -3% | -5% | 2% | 1% | 1% | 14%
Cc1cccc(C)c1NC(=O)CSc1nc(-c2ccco2)cc(C(F)(F)F)n1 | -10 | 10% | -5% | -8% | -11% | -3% | -2% | ? | -1%
Cc1ccc(C(=O)Oc2cccc(NC(=O)c3ccccc3)c2)cc1C | 2 | 14% | 2% | -13% | -16% | 1% | 5% | 0% | 0%
COc1ccc(NC(=O)c2sc3ncn(CC(=O)N4CCCCC4)c(=O)c3c2C)cc1OC | 1 | -14% | -6% | -18% | -10% | -1% | 7% | 0% | 9%
COC(=O)C1(Cc2cc(-c3ccc(OC)cc3OC)no2)CCN(C(=O)OC(C)(C)C)CC1 | 1 | 3%[57.1 µM] | 4%[57.1 µM] | 12% | -14% | 4% | 4% | 3% | 2%

Screening data: PubChem BioAssay, National Center for Advancing Translational Sciences (NCATS)

A portion of the library, so the mix of outcomes need not match the whole.
